Compound activity (PubChem)
JMJD2C inh: inhibitors of human GASC-1 (JMJD2C) demethylase; inhibition, % at 2.35 µM; hit rate 0.069% among 330,000; AID 2099; GST-JMJD2C(1-420) H3K9me3 demethylation, DELFIA europium;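 active means more than half of a compound's replicate wells show inhibition beyond 50%, single wells judged on their own value; inconclusive means some, but no more than half, of replicates pass 50% inhibition; inactive means no replicate passes 50% inhibition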;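 further: signal counts dimethyl H3K9 product captured on neutravidin plate; 0% = median of DMSO wells and 100% = 0.3 times that DMSO median; strong numbers were not always called active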
Fh CTSL1 inh: cathepsin L1 inhibition, PFM18AAP counter-screen; recombinant F. hepatica cathepsin L1, Z-Leu-Arg-MCA fluorescence; inhibition, % at 5.96 µM; hit rate 0.49% among 300,000;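 active means inhibition above the mean of all tested compounds plus 3 SD, set per screening campaign, cut at about 17% in these data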;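 further: 0% = plate median of test compound wells and 100% = 1 µM Z-Phe-Ala-diazomethylketone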
PP1 inh: blocks human PP1-alpha phosphatase, a PP5 counter-screen | P62136 | purified PP1alpha, OMFP fluorescence | inhibition, % at 6.7 µM | hit rate 0.9% among 320,000;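 active means inhibition above the mean inhibition of all tested compounds plus 3 SD, computed separately for each screening campaign, cut at about 15% in these data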
Target sequence (P62136 whole entry, looked up): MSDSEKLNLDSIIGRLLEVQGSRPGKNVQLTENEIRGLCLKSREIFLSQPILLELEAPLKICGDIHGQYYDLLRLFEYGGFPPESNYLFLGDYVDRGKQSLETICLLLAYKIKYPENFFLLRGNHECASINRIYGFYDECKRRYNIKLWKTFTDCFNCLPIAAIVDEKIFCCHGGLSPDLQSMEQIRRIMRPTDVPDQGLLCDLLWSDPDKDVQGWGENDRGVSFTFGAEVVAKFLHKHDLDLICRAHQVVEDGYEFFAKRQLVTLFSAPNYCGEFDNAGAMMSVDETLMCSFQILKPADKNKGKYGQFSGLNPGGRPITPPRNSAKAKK
TPT1 inh: C. albicans TPT1 enzyme inhibition; recombinant caTPT1, FP RNA substrate dephosphorylation; inhibition, % at 5 µM; hit rate 0.81% among 300,000; AID 1962;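 active means inhibition above the mean of all tested compounds plus 3 SD, set per screening campaign, cut at about 24% in these data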;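 further: plate controls were DMSO alone for no effect and ferristatin control at 100 nM for full effect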
PP5 inh: inhibitors of human protein phosphatase 5 (PP5). P53041. purified PP5c, OMFP substrate fluorescence. inhibition, % at 6.7 µM. hit rate 0.18% among 320,000;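 active means inhibition above the campaign's mean inhibition across all tested compounds plus 3 SD, cut at about 9.5% in these data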;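 further: 0% = DMSO only and 100% = 100 µM cantharidin control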
Target sequence (P53041 whole entry, looked up): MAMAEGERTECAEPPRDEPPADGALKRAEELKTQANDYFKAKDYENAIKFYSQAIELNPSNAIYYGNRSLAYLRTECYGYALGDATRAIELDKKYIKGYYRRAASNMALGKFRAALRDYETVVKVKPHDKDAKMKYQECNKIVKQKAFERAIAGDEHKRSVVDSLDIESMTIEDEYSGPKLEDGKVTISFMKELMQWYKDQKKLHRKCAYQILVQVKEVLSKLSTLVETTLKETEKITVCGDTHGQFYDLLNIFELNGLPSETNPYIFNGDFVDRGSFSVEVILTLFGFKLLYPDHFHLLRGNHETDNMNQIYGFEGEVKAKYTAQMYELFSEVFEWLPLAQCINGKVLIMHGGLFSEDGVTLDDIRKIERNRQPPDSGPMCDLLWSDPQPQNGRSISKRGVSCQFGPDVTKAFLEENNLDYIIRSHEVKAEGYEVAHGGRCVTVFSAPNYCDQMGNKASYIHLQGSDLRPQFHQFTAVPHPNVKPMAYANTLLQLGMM
core dimer inh: HCV core protein dimerization inhibition | hit rate 0.33% among 300,000 | inhibition, % at 5 µM | TR-FRET GST/Flag-core106 dimerization, 1536-well;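 active means inhibition above the mean of all tested compounds plus 3 SD, set per screening campaign, cut at about 45% in these data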
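Assay system – GST-tagged and Flag-tagged HCV core protein residues 1-106 · Quantity – core106 proteins, GST 13.5 nM and Flag 17 nM · Benchmarks – unlabelled core106 and no-GST-core106 wells · Read-out basis – percent inhibition of core106 dimerization signal · Detection – time-resolved FRET, ex 340 nm, em 617 and 671 nm · Schedule – 4 h at 22.5 °C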
Yeast superoxide: lowers age-related superoxide in aged yeast cells; S. cerevisiae aged cells, superoxide DHE fluorescence; active compounds read low; hit rate 0.18% among 330,000; superoxide response (% of plate mean), % at 10 µM;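 active means superoxide response under a set limit, about three screen SD below normal, cut at about 65% in these data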;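 further: yeast aged for seven days with compound at 30 °C before DHE staining; 100% = average MFI of all compound-treated wells on the plate with controls excluded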
EBNA-1 inh: blocks EBNA-1 binding to DNA; EBNA-1 DNA binding, fluorescence polarization; inhibition, % at 14.8 µM; hit rate 0.34% among 300,000; AID 1950; in the data active means inhibition above about 28%
ZTA counter: ZTA (EBV) inhibition in EBNA-1 counter-screen; AID 2234; inhibition, % at 11 µM; ZTA-DNA binding, fluorescence polarization; P03206; hit rate 0.15% among 320,000; in the data active means inhibition above about 33%
Target sequence (P03206 whole entry, looked up): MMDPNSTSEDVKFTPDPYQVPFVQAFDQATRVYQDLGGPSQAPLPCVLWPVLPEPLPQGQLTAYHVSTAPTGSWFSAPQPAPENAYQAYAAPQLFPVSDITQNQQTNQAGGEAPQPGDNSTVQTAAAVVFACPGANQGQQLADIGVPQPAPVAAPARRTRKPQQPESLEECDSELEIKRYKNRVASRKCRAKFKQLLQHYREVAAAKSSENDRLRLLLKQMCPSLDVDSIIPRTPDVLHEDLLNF
* hit, by the source's call; ? = inconclusive; · = no result given.

SMILES	JMJD2C inh	Fh CTSL1 inh	PP1 inh	TPT1 inh	PP5 inh	core dimer inh	Yeast superoxide	EBNA-1 inh	ZTA counter
Cc1ccc(S(=O)(=O)Nc2nc(C)c(C(=O)N/N=C/c3ccccc3)s2)cc1	20	5	6	0	1.4	8	89	10	17
COc1ccc(NC(=O)CN(C)C(=O)c2cccc3ccccc23)cc1	14	1	-3	-2	0.5	-3	84	-5	-11
CC(=O)c1ccc(N2CCN(C(=O)Cn3cnc(S(=O)(=O)N4CCCCC4)c3)CC2)cc1	-26	5	1	-1	3.2	4	104	3	-4
Cc1ccc(S(=O)(=O)CCC(=O)N(CCCN2CCOCC2)c2nc3ccccc3s2)cc1	-12	8	-2	-2	1.4	-4	99	4	-12
Cc1ccc2c(c1)N(CCCC(=O)NCC1COc3ccccc3O1)C(=O)CO2 (configuration not stated)	-7	0	-2	-1	1.8	-2	121	-1	-7
CN(CC(=O)Nc1ccccc1Br)C(=O)CCc1ccccc1	-12	0	-2	2	-2.0	9	110	2	8
O=C(N/N=C/c1cccc([N+](=O)[O-])c1)c1cc[n+](CCO)cc1	-4	3	-2	-2	0.9	-5	104	-13	-12
O=C(Cn1c(C(F)(F)F)nc2ccccc21)Oc1cccc(C(F)(F)F)c1	-27	-2	0	3	-1.2	6	99	-16	1
Cc1ccc(NC(=O)CSc2nc(=O)cc(N)n2CCc2ccccc2)cc1	5	0	-5	-2	3.7	7	116	-8	-2
Clc1ccc2nc(-c3ccc(Br)s3)cn2c1	4	0	1	-3	-1.3	3	78	4	-8
C=C(C)Cn1c(CCn2c3ccccc3c3ccccc32)n[nH]c1=S	-13	2	2	2	3.0	5	99	-1	18
Cc1cccc(OCC(=O)Nc2cccc3nsnc23)c1	-8	-1	-3	5	-0.3	-4	114	-4	15
Cc1ccc(O)c(-c2cc(C(=O)Nc3ccc(S(=O)(=O)Nc4nccc(C)n4)cc3)[nH]n2)c1	2	6	-3	-3	1.5	3	88	-12	-7
Cc1ccc(NC(=O)C(c2ccc(Cl)cc2)N2CCOCC2)cc1 (configuration not stated)	-14	2	-2	0	0.3	12	98	8	-7
COc1cccc(N=C2CC(C)(C)CC(=O)/C2=C(/O)c2ccccc2)c1	11	1	1	-4	1.5	-1	77	7	-11
COc1ccc(CCNC(=O)COc2ccc(-c3ccc(C)cc3)cc2)cc1OC	-4	2	1	2	4.5	4	98	-5	0
C=C(C)Cc1c(C)nc(-c2ccccc2)[nH]c1=O	?	26*	1	-2	-4.8	1	86	10	3
C[C@@H](NC(=O)c1nc[nH]c1C(=O)NCc1ccccc1)c1ccccc1	1	·	-1	·	3.1	·	105	·	19
CC(C)N(C(=O)CSc1nc2ccccc2n1Cc1ccccc1)C(C)C	1	0	7	-4	2.8	1	84	2	-26
Cc1ccc(S(=O)(=O)CC2CSc3nc4ccccc4n32)cc1 (configuration not stated)	0	-4	0	-3	0.8	-5	88	0	-7
COc1cc2c(cc1OC)C(c1c(Cl)cccc1Cl)NC(=O)C2 (configuration not stated)	11	5	0	-3	0.4	-2	88	8	-11
Cc1c(Cl)cccc1-n1nnnc1-c1cccs1	0	0	1	-6	2.6	11	108	-6	6
COCC(=O)N(CCc1ccccc1)Cc1cc2cc(C)ccc2nc1Cl	3	3	1	-4	-0.5	1	105	8	-1
COc1ccc(CCn2c(=N)c(C(=O)NCC3CCCO3)cc3c(=O)n4ccccc4nc32)cc1 (configuration not stated)	8	6	-4	1	-1.9	7	96	-5	9
Cn1cc(S(=O)(=O)Nc2cccc3ccccc23)c(=O)n(C)c1=O	-2	-2	0	-4	-0.2	2	93	6	12

Gathered by group: those above with bromine
SMILES	JMJD2C inh	Fh CTSL1 inh	PP1 inh	TPT1 inh	PP5 inh	core dimer inh	Yeast superoxide	EBNA-1 inh	ZTA counter
CN(CC(=O)Nc1ccccc1Br)C(=O)CCc1ccccc1	-12	0	-2	2	-2.0	9	110	2	8
Clc1ccc2nc(-c3ccc(Br)s3)cn2c1	4	0	1	-3	-1.3	3	78	4	-8

Returning to the listing; the four compounds before the break are reprinted first.
SMILES	JMJD2C inh	Fh CTSL1 inh	PP1 inh	TPT1 inh	PP5 inh	core dimer inh	Yeast superoxide	EBNA-1 inh	ZTA counter
Cc1c(Cl)cccc1-n1nnnc1-c1cccs1	0	0	1	-6	2.6	11	108	-6	6
COCC(=O)N(CCc1ccccc1)Cc1cc2cc(C)ccc2nc1Cl	3	3	1	-4	-0.5	1	105	8	-1
COc1ccc(CCn2c(=N)c(C(=O)NCC3CCCO3)cc3c(=O)n4ccccc4nc32)cc1 (configuration not stated)	8	6	-4	1	-1.9	7	96	-5	9
Cn1cc(S(=O)(=O)Nc2cccc3ccccc23)c(=O)n(C)c1=O	-2	-2	0	-4	-0.2	2	93	6	12
CC(=O)Nc1ccc(C(=O)NC2CCSc3ccccc32)cc1 (configuration not stated)	17	0	-1	0	1.6	1	107	-14	-9
CCCCNS(=O)(=O)c1ccc(NC(=O)C(Sc2ccccc2)c2ccccc2)cc1 (configuration not stated)	11	0	8	7	10*	2	86	-3	-6
COc1ccc(NC(=O)Nc2ccc3oc(C)nc3c2)cc1	3	0	-1	-2	2.5	3	72	-3	-9
CCN(CC)CCn1c(SCC(=O)NCc2ccccc2)nc2c(sc3ccccc32)c1=O	-6	-1	2	1	1.5	-1	87	8	5
O=C(CSc1nc2ccccc2[nH]1)c1c[nH]c2ccccc12	1	-2	-4	3	1.9	-3	99	-3	11
CN(C(=O)COC(=O)c1cccc(S(=O)(=O)N(C)c2ccccc2)c1)C1CCCCC1	-2	·	1	·	1.9	·	87	·	-5
CN1CCN(NC(=O)CN2C(=O)/C(=C/c3ccccc3F)SC2=S)CC1	-10	3	-1	2	4.8	-10	102	-9	-3
N#Cc1nc(-c2ccc(OCc3ccc(Cl)cc3)cc2)oc1N1CCC(C(N)=O)CC1	-2	-2	3	-1	1.2	-7	85	-2	-9
COc1ccc(-n2c(SC3CCOC3=O)nc3ccccc3c2=O)cc1Cl (configuration not stated)	-4	0	-4	0	-0.6	5	89	-3	-5
COc1cccc(-c2cc(C(=O)Nc3cccc(O)c3)no2)c1	-8	6	-3	0	0.8	1	99	3	16
Cc1ccc(Cl)cc1NC(=O)NCCN1CCCCC1	-2	-1	-1	-2	1.0	5	99	11	17
Cc1cc(=O)[nH]c(N/N=C/c2c(C)nn(-c3ccccc3)c2Cl)n1	1	1	-3	0	-2.3	2	84	3	9
Fc1ccc(N2N=C(c3cccs3)CC2c2ccco2)c(F)c1 (configuration not stated)	9	-1	-5	-2	2.7	2	123	2	-7
COc1ccc(OCCCNCCc2ccccc2)cc1	-9	7	0	-5	-0.5	-1	81	2	5
Cc1ccc(OCC(=O)Nc2ccc(S(=O)(=O)Nc3ccccn3)cc2)c(C)c1	4	3	1	36*	0.3	2	81	-1	-2
CC1=C(CC(=O)O)c2cc(F)ccc2/C1=C\c1ccc(S(C)=O)cc1 (configuration not stated)	25	-5	3	-5	5.9	-1	102	4	0
COc1ccccc1NC(=O)COc1ccc(/C=N/n2cnnc2)cc1OC	-1	3	0	0	1.6	-1	89	7	-4
CCCCOc1ccc(C(=O)N/C(=C\c2cccc([N+](=O)[O-])c2)C(=O)OC(C)C)cc1	-6	2	3	1	2.0	19	100	-4	7
CCOC(=O)C1(Cc2ccc(Cl)cc2)CCN(Cc2cnc(N)nc2)CC1	3	-4	3	-5	3.2	-4	94	8	-23
CC(C)N(Cc1nc(-c2ccccc2)no1)C(=O)C(C)(C)C	5	-1	-3	-4	1.0	-3	84	6	-16
CC(C)c1ccccc1OCC(O)CN(CC(O)COc1cccc2ccccc12)C(C)C (configuration not stated)	0	6	9	2	6.0	-10	111	-11	-11
C[C@@H]1C=C(C(=O)NC2CC2)O[C@H](OCc2ccc(CO)cc2)C1	0	-1	1	-1	0.7	2	100	17	27
CCOCCCNC(=O)C(c1ccc(Cl)cc1)N(Cc1ccc2c(c1)OCO2)C(=O)CNC(C)=O (configuration not stated)	6	5	4	2	-2.3	-2	90	-8	10
CCOc1ccc(NC(=O)CCC(=O)NNC(=O)Nc2ccc(Cl)cc2)cc1	20	-1	-4	-3	1.2	-1	118	8	9
COc1cccc(C(=O)COC(=O)c2cccs2)c1	1	-3	-2	-4	0.9	-7	97	-10	-4

(listing goes on)
SMILES	JMJD2C inh	Fh CTSL1 inh	PP1 inh	TPT1 inh	PP5 inh	core dimer inh	Yeast superoxide	EBNA-1 inh	ZTA counter
COC(=O)c1ccc(OCC(O)CN(CCO)CCO)cc1 (configuration not stated)	-8	-3	0	0	4.0	-3	111	-2	-2
COc1cccc(Oc2nc(-c3ccncc3)nc3ccccc23)c1	-30	1	5	0	2.1	8	82	-3	3
Cc1cc(OCCn2ccnc2)cc(C(C)C)c1	-22	-10	1	0	5.6	-4	110	5	-19
Cc1ccc(C)c(NC(=O)CN(C)C(=O)c2ccc(-c3ccc(Cl)cc3)o2)c1	-1	6	-5	1	2.9	3	121	-13	-11
CC1CC(C)(C)NC(=S)N1CCCC(=O)N1CCN(c2ccc(F)cc2)CC1 (configuration not stated)	7	-1	-3	0	2.0	3	95	4	6
O=C(Nc1cccc(C(=O)N2CCCCC2)c1)c1ccccc1Br	-5	-1	-3	-4	0.9	-4	99	8	-14
O=C(O)C1C2C=CC3(CN(Cc4ccccn4)C(=O)C13)O2 (configuration not stated)	-27	4	0	1	2.3	-6	100	-2	-14
CCOC(=O)N1CCN(CC(O)COc2ccccc2C(C)CC)CC1 (configuration not stated)	-3	2	-1	-1	-2.9	2	94	1	-4
COc1ccc(NC(=O)CCNS(=O)(=O)c2ccc3[nH]c(=O)oc3c2)cc1Cl	1	-2	-3	-7	0.9	-6	98	-3	-14
COc1ccc(/C=N/Nc2ncnc3c2[nH]c2ccc(C)cc23)c(OC)c1OC	12	2	-2	2	0.3	0	98	1	12
O=C(NCC1CCCO1)c1cccs1 (configuration not stated)	·	-2	3	-1	0.9	-4	94	-2	13
COc1cc(/C=N/N=C2/NC(=O)C(CC(=O)O)S2)ccc1OCc1ccc(Cl)cc1 (configuration not stated)	-5	6	2	-6	0.8	7	96	8	-1
CCCS(=O)(=O)c1c(S(=O)(=O)CCC)c2c(N)cccn2c1C(=O)c1ccc(F)cc1	6	4	3	-1	3.2	12	100	-8	-3
O=C(O)c1ccccc1NC(=O)C(Cc1ccccc1)N1C(=O)c2ccccc2C1=O (configuration not stated)	5	-10	2	1	1.3	8	101	5	5
O=C(CN1C(=O)S/C(=C\c2ccccc2Cl)C1=O)NC1C=CS(=O)(=O)C1 (configuration not stated)	-1	5	-5	-3	-1.3	14	103	15	3
COc1ccc(CCNS(=O)(=O)c2cnc(Cl)c(Br)c2)cc1OC	4	-1	-5	0	-0.4	3	105	5	5
N#Cc1cccnc1N1CCN(C(=O)c2ccc3c(c2)S(=O)(=O)c2ccccc2C3=O)CC1	-7	1	2	2	0.5	6	103	11	21
CCOC(=O)CSc1nnc(CSc2nc3sc4c(c3c(=O)[nH]2)CCC4)n1-c1ccccc1	3	0	-1	-4	-0.4	2	112	9	-4
COc1cccc(CNC23CC4CC(CC(C4)C2)C3)c1OCc1ccccc1	-1	1	-3	0	1.4	-2	101	-1	13
COc1ccc(-c2nnc3sc(-c4cccs4)nn23)cc1OC	22	1	4	-1	3.3	-4	99	-22	-7
Fc1ccc(CNCc2ccc3c(c2)OCO3)cc1	-4	1	-3	-2	-0.5	4	95	1	-1
Cn1nc(C(=O)N2CCN(S(=O)(=O)c3ccccc3)CC2)c2ccccc2c1=O	-8	5	-3	-2	1.1	7	101	-8	-9
Cc1nc2ccccc2nc(C)c1=NO	-8	-2	1	0	-1.0	-2	95	15	-11
COc1ccc(CNC(=O)CN(c2cccc(OC)c2)S(C)(=O)=O)cc1	3	4	4	76*	2.7	2	86	0	-7
